# M1 ag parental: nonselective activator or artifact in parental CHO-K1 cells | Fluo-8 calcium fluorescence; scaled to maximal ATP response, vehicle zero | hit rate 0.48% among 360,000 | AID 602248 | activation, % at 3 µM; in the data active = activation above about 15%;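 also: untransfected CHO-K1 host cells lacking M1 receptor as counterscreen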
# V1R ag counter: V1a receptor agonism, counter-screen for OXTR agonists; CHO-V1R cells, Fluo-8 calcium fluorescence, agonist mode; 0% DMSO, 100% 3 nM vasopressin; activation, % at 3 µM; hit rate 0.25% among 320,000;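 active = activation above the mean activation of all tested compounds plus 3 SD, per screening run, cut at about 20% in these data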;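 also: signal is peak over basal fluorescence ratio across a 100 second FLIPR read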
# Target sequence (P37288 whole entry, looked up): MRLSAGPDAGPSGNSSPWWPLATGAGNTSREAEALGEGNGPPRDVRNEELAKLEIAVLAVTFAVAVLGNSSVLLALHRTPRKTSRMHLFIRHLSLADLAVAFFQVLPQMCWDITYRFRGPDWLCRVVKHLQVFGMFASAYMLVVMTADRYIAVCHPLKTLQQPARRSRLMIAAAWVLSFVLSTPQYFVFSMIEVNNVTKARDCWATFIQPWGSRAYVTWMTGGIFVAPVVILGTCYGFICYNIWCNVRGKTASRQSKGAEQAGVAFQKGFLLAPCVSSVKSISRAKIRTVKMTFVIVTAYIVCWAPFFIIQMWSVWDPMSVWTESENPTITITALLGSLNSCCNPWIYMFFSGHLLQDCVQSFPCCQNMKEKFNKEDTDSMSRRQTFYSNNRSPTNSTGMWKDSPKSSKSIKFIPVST
# OXTR potentiate: human OXTR potentiation. P30559. CHO-OTR cells, Fluo-8 calcium fluorescence, potentiator mode; 0% = oxytocin EC15, 100% = EC100. activation, % at 3 µM. hit rate 0.061% among 320,000;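 active = activation above that plate's cutoff, the mean activation of tested compounds plus 3 SD, cut at about 6.6% in these data, passing the limit was not always enough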;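 also: 100% uses oxytocin at 75 nM as the full agonist control; some results filed as inactive read as strong as hits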
#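 test system = CHO-OTR cells, human receptor | compound = single-point 3.0 µM | schedule = 6 min compound pre-incubation at room temperature, 100 s kinetic read | signal = Fluo-8 no-wash calcium dye fluorescence, excitation 470-495 nm, emission 515-575 nm | repeats = single well per compound, singlicate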
# CHRM1 agonist: human M1 muscarinic receptor agonism. hit rate 0.33% among 360,000. CHO-K1 hM1, Fluo-8 calcium fluorescence, agonist mode; 0% DMSO, 100% acetylcholine EC100. activation, % at 3 µM. AID 588814;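 active = activation above the run's mean compound activation plus 3 SD, cut at about 16% in these data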;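 also: peak over basal fluorescence ratio within a 140 s kinetic read after compound addition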
# Target sequence (P11229 whole entry, looked up): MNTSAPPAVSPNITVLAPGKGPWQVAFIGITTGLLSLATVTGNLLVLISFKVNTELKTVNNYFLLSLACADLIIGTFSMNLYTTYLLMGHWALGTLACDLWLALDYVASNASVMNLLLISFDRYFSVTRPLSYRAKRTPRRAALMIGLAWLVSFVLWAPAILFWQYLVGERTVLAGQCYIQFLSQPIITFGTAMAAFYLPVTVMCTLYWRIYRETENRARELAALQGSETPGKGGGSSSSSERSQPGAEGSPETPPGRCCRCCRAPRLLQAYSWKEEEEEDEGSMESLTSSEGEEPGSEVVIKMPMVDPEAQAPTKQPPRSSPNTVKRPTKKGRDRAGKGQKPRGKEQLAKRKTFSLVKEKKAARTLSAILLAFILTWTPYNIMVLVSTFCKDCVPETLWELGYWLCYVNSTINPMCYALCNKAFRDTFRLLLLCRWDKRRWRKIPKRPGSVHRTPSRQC
# CHO parental Ca: signal in parental CHO cells, OX1R antagonist counter-screen. parental CHO-K1, ATP-induced calcium, Fluo-8 fluorescence. inhibition, % at 5.6 µM. hit rate 0.63% among 330,000. AID 463079;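 active = inhibition above that plate's mean sample inhibition plus 3 SD, cut at about 26% in these data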;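 also: 0% = ATP-challenged DMSO wells and 100% = DMSO wells without ATP; some compounds past the cut are filed as inactive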
#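 Assay system – parental CHO cells · Reagent – ATP stimulus · Detection – intracellular calcium via Fluo-8 no-wash fluorescent dye · Evaluation – percent inhibition of ATP-evoked calcium rise, normalized to controls · Controls – ATP wells versus no-ATP DMSO wells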
# TAAR1 antag: human TAAR1 antagonism; CHO RD-HGA16 TAAR1, Fluo-8 calcium fluorescence, antagonist; hit rate 1.5% among 360,000; Q96RJ0; inhibition, % at 3 µM; AID 624466;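 active = inhibition above a per-plate cutoff, the mean inhibition of test compounds on that plate plus 3 SD, cut at about 49% in these data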;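 also: 0% = DMSO plus EC80 beta-PEA response and 100% = DMSO alone without agonist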
#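 System: RD-HGA16 CHO cells with stable hTAAR1 and Gα16 | Probe or stimulus: EC80 β-phenethylamine stimulus | Dosing: 3 µM, single point | Times: Dye loading 75 min at 37 °C, then 30 min room temperature | Measured by: Fluo-8 calcium-sensitive fluorescence | Read-out basis: % inhibition of agonist calcium response | Replicates: n of 1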
# TAAR1 ag: agonists of human TAAR1; hit rate 0.99% among 360,000; CHO RD-HGA16 TAAR1, Fluo-8 calcium fluorescence; vehicle wells 0%, saturating PEA agonist 100%; Q96RJ0; AID 624467; activation, % at 3 µM;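 active = activation above the mean activation of all test compounds in the run plus 3 SD, cut at about 38% in these data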
#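 System: CHO RD-HGA16 cells carrying human TAAR1 plus Gα16; Incubation: 17-24 h seeding, 75 min 37 °C dye, 30 min RT; Measured by: Fluo-8 fluorescence, 5 s baseline then 140 s kinetic read; Control set: DMSO and PEA EC100; Replication: single well for each compound.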
# CHO-K1 Ca antag: counter-screen for M1 antagonists: effect in parental CHO-K1 cells; ATP-induced calcium, Fluo-8 fluorescence; inhibition, % at 3 µM; hit rate 0.6% among 360,000;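 active = inhibition above a per-plate cutoff, the plate's mean sample inhibition plus 3 SD, cut at about 24% in these data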;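 also: 0% = DMSO plus EC80 ATP and 100% = DMSO alone without ATP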
# CHO-K1 Ca PAM: counter-screen for M1 PAMs: effect in parental CHO-K1 cells. activation, % at 3 µM. hit rate 0.02% among 360,000. ATP EC20, Fluo-8 calcium fluorescence; 0% at ATP EC20, 100% at ATP max. AID 602247;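 active = activation above the run cutoff, the mean activation of all test compounds plus 3 SD, cut at about 40% in these data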;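 also: peak over basal fluorescence ratio in a 140 s read after ATP addition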
# * marks the source's active call; other numbers are inactive results; · = no result given.
SMILES,M1 ag parental,V1R ag counter,OXTR potentiate,CHRM1 agonist,CHO parental Ca,TAAR1 antag,TAAR1 ag,CHO-K1 Ca antag,CHO-K1 Ca PAM
CCOC(=O)c1ccc(NC(=S)Nc2ccc(Cl)cn2)cc1,0.0,1.0,-17.4,-1.4,-15.3,-14.0,6.1,0.1,-6.2
COCCN(C(=O)c1ccccc1)c1nnc(-c2cccnc2)s1,0.7,0.5,-13.3,-0.4,-8.9,-5.8,3.2,-8.8,12.4
COCCNC(=O)c1ccc(CS(=O)(=O)c2ccccc2OC)o1,1.2,0.6,-5.7,-4.5,-7.0,-8.0,-1.0,-14.8,17.5
N#C/C(=C(/O)CCl)c1nnc2n1CCCCC2,0.3,1.8,-11.0,-4.4,7.3,-0.3,5.0,6.0,-0.5
Cc1ccc(-c2csc(/C(C#N)=C/Nc3ccc4c(c3)OCCO4)n2)cc1,0.2,0.2,-5.1,-2.1,9.3,12.4,0.6,2.5,14.4
S=C1N(c2ccccc2)CN(C2CCCCC2)CN1c1ccccc1,1.9,13.5,-6.8,-0.4,-2.9,0.4,0.9,-4.0,-4.8
COc1ccc(C)cc1S(=O)(=O)N1CCC2(CC1)OCCN2S(=O)(=O)c1cccs1,3.5,3.0,-8.9,-0.6,-14.4,1.6,5.7,-4.7,-24.3
C[C@H](CO)N1C[C@H](C)[C@@H](CN(C)Cc2ccccc2)Oc2c(NS(=O)(=O)c3ccc(F)cc3)cccc2C1=O,-0.2,-0.5,1.4,-5.9,-14.6,15.4,-0.2,-1.8,-2.8
COc1cccc(/C=N/NC(=O)c2ccc(CN3c4cccc5cccc(c45)S3(=O)=O)cc2)c1,0.5,2.5,-6.9,7.9,-2.4,22.7,3.0,5.3,5.4
O=C(N/N=C/c1cc(Br)c(O)c(Br)c1)c1cc2c(ccc3ccccc32)o1,-0.2,·,·,2.0,·,12.7,-1.2,14.8,7.0
COc1ccc(CSc2nc(C)[nH]c2[N+](=O)[O-])cc1[N+](=O)[O-],2.5,2.1,-1.5,-0.1,-1.2,4.8,4.0,-7.8,18.1
CCN1CCN(C(=O)Nc2ccccc2OC)CC1,0.3,0.3,-10.5,-3.6,-11.9,13.5,1.5,-2.8,9.7
O=C(O)C1C2CC3OC(=O)C1C3C2 (stereo unspecified),1.1,·,·,-0.1,·,-4.0,1.8,-11.4,6.9
Fc1ccc(-c2cc(C(F)(F)F)nc(-n3cccn3)n2)cc1,-0.8,-1.1,-2.2,-5.6,-3.7,-20.2,-2.3,-9.8,-6.2
COc1ccc(CCN2C(=O)CC(N3CCN(c4ccccn4)CC3)C2=O)cc1OC (stereo unspecified),1.1,1.3,3.9,-5.2,-8.3,2.8,2.0,-16.2,24.8
O=C(Nc1nnc([C@H]2C[C@H](O)[C@@H](CO)O2)s1)c1ccccc1F,0.4,·,·,0.0,·,-10.3,0.6,8.2,-10.1
CC(C)c1nc2c(c(=O)c3ccccc3n2C)c(=O)n1-c1ccc(F)cc1,0.2,-0.3,-15.1,-12.2,-14.5,-30.3,3.9,-5.6,28.6
CCN(c1ccccc1)S(=O)(=O)c1ccc(C(=O)N2CCN(c3ccccc3F)CC2)cc1,1.2,·,·,-6.6,·,5.3,0.4,-4.5,7.9
COc1ccc(-c2cc(C(F)(F)F)nc(-n3ccnc3C)n2)cc1,-0.3,-0.9,-8.4,-5.2,-16.9,-11.3,-0.3,-2.8,-0.7
CCOc1c(O)ccc(/C=C2\SC(=S)NC2=O)c1[N+](=O)[O-],0.5,0.7,-0.5,0.4,-3.7,-5.1,8.9,10.1,-6.8
CCN(CC)S(=O)(=O)c1ccc(N2CCc3cc(OC)c(OC)cc3C2)nc1,2.6,1.9,1.6,-7.8,-19.3,9.6,0.8,-11.0,1.7
COc1cc(Cl)ccc1OCc1cc(C(=O)NC(C)Cc2cnccn2)no1 (stereo unspecified),3.5,0.8,2.7,-1.8,-7.6,10.9,10.0,-13.2,-11.8
O=C(Cc1ccc(Cl)cc1)N/N=C/c1cccs1,0.4,0.1,-9.9,-5.9,-9.1,-12.2,2.1,-10.4,-9.4
CC1CCCN(C(=O)CSc2cnc3ccccc3n2)C1 (stereo unspecified),1.9,-0.3,-6.6,-5.0,-9.1,-1.4,1.2,-16.3,4.1
COc1ccccc1NC(=O)NCCCN1CCN(c2cccc(Cl)c2)CC1,1.2,4.4,-7.1,-5.8,-9.9,2.0,10.7,5.0,12.3

# Full records, looked up by structure:
# Entry for `CCN(c1ccccc1)S(=O)(=O)c1ccc(C(=O)N2CCN(c3ccccc3F)CC2)cc1` = M1 ag parental: 1.2; V1R ag counter: ·; OXTR potentiate: ·; CHRM1 agonist: -6.6; CHO parental Ca: ·; TAAR1 antag: 5.3; TAAR1 ag: 0.4; CHO-K1 Ca antag: -4.5; CHO-K1 Ca PAM: 7.9
# Entry for `O=C(Nc1nnc([C@H]2C[C@H](O)[C@@H](CO)O2)s1)c1ccccc1F` = M1 ag parental: 0.4; V1R ag counter: ·; OXTR potentiate: ·; CHRM1 agonist: 0.0; CHO parental Ca: ·; TAAR1 antag: -10.3; TAAR1 ag: 0.6; CHO-K1 Ca antag: 8.2; CHO-K1 Ca PAM: -10.1

# Additional results follow:
SMILES,M1 ag parental,V1R ag counter,OXTR potentiate,CHRM1 agonist,CHO parental Ca,TAAR1 antag,TAAR1 ag,CHO-K1 Ca antag,CHO-K1 Ca PAM
CCCOc1ccccc1C1CC(=O)Nc2cc3c(cc21)OCCO3 (stereo unspecified),1.5,4.2,-18.0,5.3,-15.0,·,·,3.2,22.7
Cc1ccc(S(=O)(=O)Nc2ncnc3ccccc23)cc1,0.5,4.1,-5.1,-1.9,3.8,0.8,1.2,7.7,4.2
Cc1nn(C)cc1CN(C)C(=O)C1CCC(=O)N(CCc2cccc(F)c2)C1 (stereo unspecified),0.4,·,·,-1.4,·,-11.0,1.8,-4.5,3.0
COc1ccc(NC(C)=O)cc1S(=O)(=O)NCc1ccc2c(c1)OCO2,1.1,·,·,1.8,·,2.5,-0.4,-2.2,12.4
COc1ccc([N+](=O)[O-])cc1NC(=O)c1ccc(N2C(=O)CCC2=O)cc1,0.0,0.2,-16.0,-2.0,8.5,-17.0,-0.4,-0.9,9.5
CC1CC(C)CN(C(=O)COc2cccnc2[N+](=O)[O-])C1 (stereo unspecified),0.4,0.6,-6.7,-1.3,-5.5,-2.9,0.6,-6.0,10.9
COC(=O)[C@H](C)NC(=O)Nc1cccc(C)c1,0.9,1.0,-2.9,-3.9,2.1,-10.5,8.5,-14.2,21.7
Cn1c(=O)c2c(ncn2Cc2nnc(N)s2)n(C)c1=O,1.4,0.6,3.9,-2.6,-1.6,5.6,6.3,-1.9,21.9
CC(=O)c1ccc(C(=O)N2CCCC(N3CCN(c4ccc(F)cc4)CC3)C2)s1 (stereo unspecified),1.4,1.1,-3.7,-5.0,-13.7,6.8,2.9,3.5,-6.0
COc1ccc(-c2cc(C(=O)N3CCN(S(=O)(=O)c4ccccc4)CC3)[nH]n2)cc1,0.8,4.8,-18.6,-4.7,-1.1,8.3,8.9,-2.5,-2.3
CN(C)c1cc(N)c2ccccc2n1 (tested in a mixture with another compound),0.2,-0.2,-14.8,-1.6,-8.9,10.7,-0.1,-3.9,18.0
CCN(C(=O)COC(=O)CCCc1nc2ccccc2s1)c1c(N)n(Cc2ccccc2)c(=O)[nH]c1=O,-0.2,·,·,-3.0,·,-4.2,20.3,-11.7,-11.0
Cc1ccccc1S(=O)(=O)N1[C@@H](c2ccc(Br)cc2)C(C(=O)O)=CC[C@H]1c1ccc(Cl)cc1,-0.4,2.7,-7.1,-7.6,-11.8,37.8,-1.0,-9.9,12.3
Cc1ccc2nc3c(cc(C#N)c(=O)n3-c3nccs3)c(=O)n2c1,0.0,-1.7,-13.7,-4.2,-4.3,3.3,6.3,-8.3,20.8
CC1=C(C(=O)Nc2ccc(CC(=O)NCc3ccc(OC(C)C)cc3)cc2)SCCO1,1.2,1.4,-12.0,-4.4,-19.2,-58.8,-0.4,-9.8,-15.7
O=C(Nc1cccc2cccnc12)c1ccc(Br)o1,-0.4,-1.6,0.6,-3.1,-16.2,-9.7,6.8,-14.3,-1.8
Cc1cc(C(=O)N2CCC2(C)C(=O)NS(=O)(=O)c2ccc(Cl)cc2)nn1C (stereo unspecified),-0.5,·,·,-1.8,·,-3.5,3.1,0.8,14.5
CC(NC(=S)Nc1ccccc1OC(F)F)C(C)(C)C (stereo unspecified),1.8,1.6,-0.7,-7.2,-15.6,0.9,5.7,-0.7,10.7

# 10 entries from above, ordered by number of heavy atoms, low to high.
SMILES,M1 ag parental,V1R ag counter,OXTR potentiate,CHRM1 agonist,CHO parental Ca,TAAR1 antag,TAAR1 ag,CHO-K1 Ca antag,CHO-K1 Ca PAM
COC(=O)[C@H](C)NC(=O)Nc1cccc(C)c1,0.9,1.0,-2.9,-3.9,2.1,-10.5,8.5,-14.2,21.7
O=C(Nc1cccc2cccnc12)c1ccc(Br)o1,-0.4,-1.6,0.6,-3.1,-16.2,-9.7,6.8,-14.3,-1.8
CCCOc1ccccc1C1CC(=O)Nc2cc3c(cc21)OCCO3 (stereo unspecified),1.5,4.2,-18.0,5.3,-15.0,·,·,3.2,22.7
COc1ccc(NC(C)=O)cc1S(=O)(=O)NCc1ccc2c(c1)OCO2,1.1,·,·,1.8,·,2.5,-0.4,-2.2,12.4
COc1ccc([N+](=O)[O-])cc1NC(=O)c1ccc(N2C(=O)CCC2=O)cc1,0.0,0.2,-16.0,-2.0,8.5,-17.0,-0.4,-0.9,9.5
CC(=O)c1ccc(C(=O)N2CCCC(N3CCN(c4ccc(F)cc4)CC3)C2)s1 (stereo unspecified),1.4,1.1,-3.7,-5.0,-13.7,6.8,2.9,3.5,-6.0
COc1ccc(-c2cc(C(=O)N3CCN(S(=O)(=O)c4ccccc4)CC3)[nH]n2)cc1,0.8,4.8,-18.6,-4.7,-1.1,8.3,8.9,-2.5,-2.3
CC1=C(C(=O)Nc2ccc(CC(=O)NCc3ccc(OC(C)C)cc3)cc2)SCCO1,1.2,1.4,-12.0,-4.4,-19.2,-58.8,-0.4,-9.8,-15.7
Cc1ccccc1S(=O)(=O)N1[C@@H](c2ccc(Br)cc2)C(C(=O)O)=CC[C@H]1c1ccc(Cl)cc1,-0.4,2.7,-7.1,-7.6,-11.8,37.8,-1.0,-9.9,12.3
CCN(C(=O)COC(=O)CCCc1nc2ccccc2s1)c1c(N)n(Cc2ccccc2)c(=O)[nH]c1=O,-0.2,·,·,-3.0,·,-4.2,20.3,-11.7,-11.0

# Screens as filed in PubChem BioAssay.
